From PubChem BioAssay
SIAE inh – inhibitors of human sialic acid acetylesterase SIAE; SIAE FP-Rh probe binding, fluorescence polarization; 0.69% of 370,000 active; Q9HAT2; inhibition, % at 9.66 µM;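 active = inhibition above a cutoff: mean of compounds within the control limits plus 3 SD of those, cut at about 17% in these data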;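 note: 0% = plate median of compound wells and 100% = probe without SIAE protein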
Target sequence (Q9HAT2 whole entry, looked up): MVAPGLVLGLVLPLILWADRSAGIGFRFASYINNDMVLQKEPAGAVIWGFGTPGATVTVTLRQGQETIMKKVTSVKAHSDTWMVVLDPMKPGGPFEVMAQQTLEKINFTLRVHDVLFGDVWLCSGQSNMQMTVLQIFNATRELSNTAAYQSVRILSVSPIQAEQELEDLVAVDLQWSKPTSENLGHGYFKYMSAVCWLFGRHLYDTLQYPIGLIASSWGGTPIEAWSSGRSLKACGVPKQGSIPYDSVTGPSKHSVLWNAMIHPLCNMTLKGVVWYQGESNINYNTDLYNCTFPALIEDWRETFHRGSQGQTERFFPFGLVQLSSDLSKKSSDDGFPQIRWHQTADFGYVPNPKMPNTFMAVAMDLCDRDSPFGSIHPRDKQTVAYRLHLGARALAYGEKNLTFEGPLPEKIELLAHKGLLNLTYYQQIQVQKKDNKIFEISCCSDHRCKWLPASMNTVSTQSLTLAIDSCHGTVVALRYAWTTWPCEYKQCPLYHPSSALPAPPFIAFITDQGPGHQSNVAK
ARFGAP1 inh – inhibitors of rat ARFGAP1. 0.26% of 360,000 active. Q62848. inhibition, % at 16.5 µM. Arfgap1-stimulated ARF1 GTP hydrolysis, GDP FP detection;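 active = inhibition above a per-plate limit, mean inhibition of low control wells plus 3 SD, cut at about 25% in these data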;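 note: 0% = DMSO wells with enzyme and 100% = wells lacking Arfgap1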
Target sequence (Q62848 1-136 limits assumed): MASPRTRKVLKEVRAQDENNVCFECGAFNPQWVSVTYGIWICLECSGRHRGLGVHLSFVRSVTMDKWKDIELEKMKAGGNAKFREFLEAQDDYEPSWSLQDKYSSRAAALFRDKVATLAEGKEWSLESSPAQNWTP
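System: truncated rat Arfgap1 GAP domain / Benchmarks: high control wells lacking Arfgap1, low control full reaction with DMSO / Times: compound-enzyme preincubation 20 min, reaction 120 min, detection 60 min, 25 °C / Repeats: one replicate per compound / Also added: human ARF1(Δ1-17)-GTP substrate / Measured by: Tracer-displacement fluorescence polarization with EDTA stop, 620/688 nm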
ADAM17 inh – ADAM17 inhibition, QFRET primary screen; P78536; recombinant ADAM17, EDANS/DABCYL FRET peptide cleavage; inhibition, % at 6.95 µM; 0.83% of 370,000 active; AID 720648;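 active = inhibition above the mean of compounds lying between control limits plus 3 SD, set per campaign, cut at about 8.5% in these data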;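 note: 0% = DMSO-only wells as the low control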
PLCg1 inh – PLC-gamma1 (human) inhibition, primary screen. 0.84% of 370,000 active. inhibition, % at 12.2 µM. P19174. purified PLC-gamma1, fluorogenic substrate, fluorescence; in the data active = inhibition above about 9.5%
ASAP1 GAP inh – inhibitors of human ASAP1 ArfGAP activity; Q9ULH1; ASAP1-stimulated ARF1 GTP hydrolysis, GDP FP detection; inhibition, % at 16.5 µM; 0.19% of 360,000 active; in the data active = inhibition above about 25%;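 note: 0% = vehicle with enzyme and substrate and 100% = no enzyme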
PLC-beta3 inh – inhibitors of human phospholipase C beta3; Q01970; Purified PLC-beta3, fluorogenic substrate, fluorescence; inhibition, % at 12.2 µM; 0.18% of 370,000 active; AID 720704; in the data active = inhibition above about 11%;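 note: 0% = median of compound wells on plate and 100% = full blocker control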
Tn7 DDE FP – DD(E)-Tn7 binding inhibition, primary FP screen | FP displacement of FITC-Tn7 peptide from fibrin DD(E); 0% = median of compound wells per plate | inhibition, % at 8.3 µM | 0.13% of 370,000 active;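 active = inhibition above the mean of compounds falling within the control limits plus 3 SD of them, cut at about 14% in these data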;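 note: 0% = plate median of compound wells and 100% = 10 µM Aha-Tn7 peptide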
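assay system = human clot-derived fibrin DD(E) complex | quantity = Fibrin-DD(E) at 2 µM final | timing = 10 min preincubation, 3 h with tracer, room temperature | signal = fluorescence polarization | measure = percent inhibition | benchmarks = high control wells with 10 µM unlabelled Aha-Tn7 peptide (full inhibition) | replicates = singlicate testing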
TDP2 absorb – TDP2 (human) inhibition, absorbance primary screen; O95551; recombinant TDP2, T5PNP hydrolysis, p-nitrophenol absorbance 415 nm; inhibition, % at 12.8 µM; 0.34% of 370,000 active;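 active = inhibition above the mean of all tested compounds plus 3 SD, set per campaign, cut at about 25% in these data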;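 note: 0% = DMSO with enzyme and 100% = buffer with substrate but no TDP2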
Target sequence (O95551 whole entry, looked up): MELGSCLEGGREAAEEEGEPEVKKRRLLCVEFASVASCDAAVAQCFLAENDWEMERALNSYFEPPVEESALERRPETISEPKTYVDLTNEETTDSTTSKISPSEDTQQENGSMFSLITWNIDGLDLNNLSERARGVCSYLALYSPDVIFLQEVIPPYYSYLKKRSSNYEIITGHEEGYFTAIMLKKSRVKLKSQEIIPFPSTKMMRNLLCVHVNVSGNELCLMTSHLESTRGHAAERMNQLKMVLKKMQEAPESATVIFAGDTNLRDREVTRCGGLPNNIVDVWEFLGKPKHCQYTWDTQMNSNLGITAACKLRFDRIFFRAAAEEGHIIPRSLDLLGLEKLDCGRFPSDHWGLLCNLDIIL
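Material: recombinant human TDP2; quantity: TDP2 enzyme at 120 nM final; medium: Tris-HCl pH 7.5 with MgCl2; compound: single concentration, 12.8 µM nominal, with 1% DMSO; incubation: 2 h enzyme incubation at 37 °C; signal: epi absorbance; measure: percent inhibition; benchmarks: high control without enzyme, low control DMSO plus TDP2; repeats: singlicate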
Tn6 DDE FP – disrupts Tn6 cyclic peptide binding to fibrin D-Dimer-E complex. 0.21% of 370,000 active. P02675. Fibrin DD(E) TRITC-Tn6 fluorescence polarization displacement. inhibition, % at 8.3 µM. AID 720509;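 active = inhibition above a per-campaign cutoff: mean of compounds within control limits plus 3 SD, cut at about 15% in these data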;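 note: 0% = median of all compound wells on the plate and 100% = blocking peptide control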
ADAM10 inh – inhibits human ADAM10; O14672; AID 720582; 0.62% of 370,000 active; inhibition, % at 7 µM; recombinant ADAM10, EDANS/DABCYL FRET peptide cleavage, 3 h;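 active = inhibition above a per-campaign cutoff equal to the mean of compounds falling between control-based bounds plus 3 SD, cut at about 20% in these data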;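 note: 0% = DMSO wells while the 100% control is not disclosed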
* = called active by the depositor; i = inactive.

SMILES | SIAE inh | ARFGAP1 inh | ADAM17 inh | PLCg1 inh | ASAP1 GAP inh | PLC-beta3 inh | Tn7 DDE FP | TDP2 absorb | Tn6 DDE FP | ADAM10 inh
O=C(CSc1nnc(C2CCCCC2)n1-c1ccccc1)NCc1ccco1 | 11 | -7 | -1 | 2 | -14 | 0 | -5 | -2 | 5 | -6
Cc1ccc(S(=O)(=O)Oc2ccc(/C=N/NC(=O)c3nn(C)cc3Cl)cc2)cc1 | -4 | 6 | -5 | -1 | -5 | 1 | -5 | -7 | 2 | -3
Fc1cc(F)cc(Nc2nc(Cl)nc(NC3CCCC3)n2)c1 | -7 | 11 | 1 | 1 | -5 | 1 | 1 | -1 | -5 | 14
COC(=O)c1ccc(CN(c2ccc(C)cc2)S(=O)(=O)c2ccc3c(c2)OCCO3)o1 | 3 | 0 | 0 | 0 | -5 | 3 | -3 | -1 | 7 | 5
Cc1cc(C)c(C(O)c2ncc(-c3ccccc3F)[nH]2)c(C)c1 (configuration not stated) | -1 | -3 | -1 | 7 | 14 | 3 | 2 | -4 | 1 | 6
Cc1cc(C)c(NC(=O)CCCn2c(=O)oc3ccccc32)c(C)c1 | 1 | 4 | -3 | 1 | 3 | -5 | 0 | 2 | -2 | -2
O=c1cc2c(c(-c3ccccc3)n1Cc1ccccc1)[C@H](CCO)NC2 | -7 | 7 | -16 | -13 | 5 | -14 | -16 | 0 | -6 | -62
CCOC(=O)c1cc(-c2ccc(Cl)cc2)nc2c1c(C)nn2CCC#N | -10 | 0 | -6 | -37 | -6 | -52 | -1 | 0 | -4 | -36
O=C(NC(Cc1ccccc1)C(=O)O)/C(=C/c1cccc([N+](=O)[O-])c1)NC(=O)c1cccc(Br)c1 (configuration not stated) | 0 | -1 | -3 | -4 | -10 | -16 | 8 | -1 | -10 | 5
CCS(=O)(=O)Nc1ccc(NC(C)=O)cc1 | 11 | 0 | -2 | 0 | 8 | 3 | -4 | -3 | 6 | 0
COc1ccc(S(=O)(=O)N(CC(=O)N/N=C/c2cccs2)c2ccc(C)cc2)cc1OC | -1 | 5 | 4 | -4 | -10 | -1 | 4 | -8 | 2 | 13
CC(=O)c1sc(NC(=O)COc2ccc(Cl)cc2Cl)nc1C | 7 | 6 | 0 | 5 | -5 | -4 | -4 | -2 | 5 | 0
Cc1ccc(S(=O)(=O)N2CCCCC2)cc1NC(=O)CCN1C(=O)C2CC=CCC2C1=O (configuration not stated) | -1 | -3 | 0 | 0 | 6 | -2 | -4 | 9 | 1 | -2
COC(=O)C1=C(CS(=O)(=O)c2cc(Cl)ccc2OC)NC(=O)NC1c1ccc(O)c(OC)c1 (configuration not stated) | -4 | 5 | 0 | -1 | -15 | -4 | 2 | -5 | 4 | -2
CC(C)=CCN1CCN(Cc2ccoc2)CC1CCO (configuration not stated) | -1 | 2 | -7 | 0 | -7 | -7 | -5 | 9 | -6 | -2
O=C(O)COc1ccccc1/C=C1\SC(=O)N(Cc2ccc(F)cc2)C1=O | 6 | 3 | 1 | -10 | -4 | -12 | -5 | -7 | 0 | 0
COc1ccc(C(=O)N/C(=C\c2cn(S(=O)(=O)N(C)C)c3ccccc23)C(=O)NC(C)C)cc1 | -4 | 8 | -7 | 1 | -1 | 0 | 2 | -18 | -5 | -13
O=C(CSc1ccsc1[N+](=O)[O-])NCCc1ccccc1 | 3 | 12 | -2 | 0 | -8 | -1 | 4 | -2 | 5 | -11
O=C(NNc1nc2ccccc2o1)c1ccccc1 | 18* | 5 | -2 | 2 | 2 | -7 | 12 | 0 | 2 | 3
C#CCOCCOCCOCCNc1nc(N2CCOCC2)nc(N2CCN(C(=O)[C@H](CCCN=C(N)N)n3cc(C(N)[C@@H](C)CC)nn3)CC2)n1 (some centres not stated) | 3 | 8 | 3 | 3 | 11 | 5 | -3 | -9 | -4 | 5
N#Cc1cnc(NOCc2ccc(Cl)cc2)nc1 | 2 | 4 | -1 | -1 | 4 | 0 | -5 | -7 | 0 | 3
Cc1cc(C)n2nc(-c3ccc(F)cc3)cc2n1 | -3 | 2 | -11 | -18 | -1 | -26 | 1 | 9 | 1 | -33
Cn1c(CN2CCN(C(=O)c3ccc(F)cc3)CC2)nc2cc([N+](=O)[O-])ccc21 | 3 | -2 | 1 | 0 | 8 | 2 | -3 | -2 | -3 | -1
COc1ccc(NC(=O)C2C3CC/C=C\CCC32)cc1 (configuration not stated) | 5 | -3 | -4 | 3 | 1 | 1 | 5 | -4 | 4 | 0
COc1ccc(NC(=O)CSc2nnc(C)n2N)cc1S(=O)(=O)N1CCCCC1 | 8 | 2 | -4 | -1 | -10 | -6 | 5 | 7 | -1 | -10
CC1CCCN(S(=O)(=O)c2ccc(NC(=O)C3CC(=O)N(C(C)(C)C)C3)cc2)C1 (configuration not stated) | 2 | -10 | 0 | -2 | -7 | 0 | -2 | 5 | -2 | -7
CCOC(=O)C(C(=O)Nc1cccc(C)n1)C1CCCCC1 (configuration not stated) | 11 | 16 | -4 | -3 | 26* | -1 | -3 | -3 | 5 | -9
Cc1nnc(NC(=O)Cn2c(=O)sc3ccccc32)s1 | 0 | -2 | 0 | 1 | 13 | 2 | -1 | -3 | -1 | 0
CCCCOc1ccc(N(CC(=O)NC(C)(C)C)C(=O)CCC(=O)Nc2nccs2)cc1 | 3 | 3 | -5 | 0 | 7 | -9 | 8 | 7 | 6 | 10
CCOC(=O)C1=C(C)N(CCCC(=O)O)C(=O)NC1c1ccc2ccccc2c1 (configuration not stated) | 3 | -9 | -1 | 0 | 17 | -2 | 1 | -5 | -8 | -5
CC1CCN(C(=O)COC(=O)Cn2cnc3ccccc32)CC1 | -1 | 1 | 5 | 1 | 9 | -1 | -6 | -20 | -2 | -11
CCOC(=O)C1=C(C)N=c2s/c(=C\c3ccc(OCC(=O)O)cc3)c(=O)n2C1c1ccc(Cl)cc1 (configuration not stated) | -24 | -7 | -2 | 0 | -11 | -14 | -4 | 6 | 0 | 5
Cc1sc2nc(-c3cccnc3)nc(Cl)c2c1-c1ccccc1 | -3 | -5 | -7 | -15 | -17 | -16 | 4 | -6 | 0 | -22
Cc1ccc(CS(=O)(=O)Cc2ccc(C(=O)NCC3CCCO3)o2)cc1 (configuration not stated) | -1 | 4 | -3 | 7 | 10 | 7 | -7 | 6 | -6 | -2
O=C(CCN1C(=O)/C(=C/c2ccccc2Cl)SC1=S)N1CCOCC1 | 4 | 1 | -5 | 9 | 16 | -5 | -2 | -17 | 0 | -12
Cn1c(SCC(=O)NC2CCCC2)nnc1-c1cccs1 | -19 | 2 | 2 | -2 | 6 | -3 | 1 | -5 | -1 | -3
CC1(C)CC(=O)c2cc(OCC(=O)NCCN3CCOCC3)ccc2O1 | -4 | -2 | -212 | i | 15 | i | -7 | -5 | -4 | i
Cn1c(=O)[nH]c(=O)c2c1nc(Br)n2C/C=N/NC(N)=S | 11 | 0 | -3 | -1 | -7 | -2 | -1 | 5 | 7 | 4
CC1=CN2C(=N)/C(=C/c3ccc([N+](=O)[O-])o3)C(=O)N=C2S1 | 6 | -2 | -5 | -54 | -1 | -66 | -5 | 7 | 20* | -12
CN(Cc1nc(-c2cccnc2)no1)S(=O)(=O)c1ccc(Br)cc1 | -1 | -2 | -1 | 3 | -2 | 1 | 7 | -2 | -3 | -2
Cc1cccc(N2CCN(S(=O)(=O)c3c(C)nc4scc(C)n4c3=O)CC2)c1C | -9 | 11 | 0 | 7 | -11 | 2 | -8 | -12 | -3 | -5
CC(C)(C)OC(=O)N1CCC2(CC1)Oc1ccc(F)cc1C(=O)C21CC(c2ccccc2)=NO1 (configuration not stated) | -1 | 6 | 6 | 5 | -9 | 3 | -7 | -7 | 6 | 4
Cc1ccccc1OCc1n(CC(=O)OC2CC(C)CCC2C(C)C)c2ccccc2[n+]1C (configuration not stated) | -7 | -11 | -4 | 1 | -1 | -1 | -2 | 0 | -2 | 3
CCOc1ccc(S(=O)(=O)Nc2cc(S(=O)(=O)N(CC)CC)ccc2N2CCCC2)cc1 | 6 | 6 | 7 | 5 | -1 | 5 | -6 | -14 | -7 | 17
CC(C)=CCCC(C)CCO (configuration not stated) | -4 | -8 | -2 | 1 | 2 | -1 | 4 | 8 | 3 | -12
ON=C1CCC2CCCCC2C1 (configuration not stated) | -4 | 2 | -2 | 2 | -2 | 2 | -3 | -3 | 1 | -15
Cc1cccc2c1cnn2C(=O)Nc1ccc(Br)cc1F | -11 | 2 | -5 | 0 | 2 | -6 | 0 | -8 | -2 | 8
Cc1ccc(CNC(=O)C(C(=O)NCc2ccc(C)o2)c2ncc(C(F)(F)F)cc2Cl)o1 | 1 | -1 | 2 | 1 | 5 | -3 | 2 | -7 | -1 | -3
O=C(C1CC(c2ccc(F)cc2)=NO1)N1CCc2ccccc2C1 (configuration not stated) | 0 | -1 | 0 | -1 | 3 | 0 | 1 | 4 | -2 | 0
COC(=O)[C@H]1C[C@@]2(O)CN(S(=O)(=O)c3ccc(C)cc3)C[C@@]2(OC(=O)Nc2cccs2)C[C@H]1C(=O)OC | -2 | 1 | 1 | -4 | -11 | -1 | -6 | -7 | -1 | 1

Record cards, as listed above:
CC(C)=CCCC(C)CCO (configuration not stated) as listed: SIAE inh = -4; ARFGAP1 inh = -8; ADAM17 inh = -2; PLCg1 inh = 1; ASAP1 GAP inh = 2; PLC-beta3 inh = -1; Tn7 DDE FP = 4; TDP2 absorb = 8; Tn6 DDE FP = 3; ADAM10 inh = -12
CC(C)(C)OC(=O)N1CCC2(CC1)Oc1ccc(F)cc1C(=O)C21CC(c2ccccc2)=NO1 (configuration not stated) as listed: SIAE inh = -1; ARFGAP1 inh = 6; ADAM17 inh = 6; PLCg1 inh = 5; ASAP1 GAP inh = -9; PLC-beta3 inh = 3; Tn7 DDE FP = -7; TDP2 absorb = -7; Tn6 DDE FP = 6; ADAM10 inh = 4

Going on with the list:
SMILES | SIAE inh | ARFGAP1 inh | ADAM17 inh | PLCg1 inh | ASAP1 GAP inh | PLC-beta3 inh | Tn7 DDE FP | TDP2 absorb | Tn6 DDE FP | ADAM10 inh
Cc1n[nH]c(C)c1CCC(=O)N/N=C/c1c[nH]c2ccccc12 | 1 | -2 | -6 | -3 | 14 | -7 | -6 | -2 | 6 | -15
CCCn1c(-c2cccs2)nc2nc3ccccc3nc21 | -4 | -12 | i | i | -14 | i | 12 | -19 | -1 | i
COc1nc(N)c(S(=O)(=O)c2ccc(C)cc2)cc1C#N | -2 | -2 | -7 | -13 | -5 | -18 | 6 | -5 | -4 | -11
CCN1CCN(CCC(=O)Nc2cc(OC)cc(OC)c2)CC1 | 8 | 6 | 0 | -3 | 5 | -1 | -5 | -14 | -4 | -3
O=C(Nc1ncccc1O)c1cccc(S(=O)(=O)N2CCCc3ccccc32)c1 | -2 | -7 | 1 | 4 | -5 | -6 | 0 | 5 | 7 | 2
